UHRF1 binding: UHRF1 methyl-DNA binding inhibition. Q96T88. UHRF1 binding to methylated oligo, TR-FRET. inhibition, % at 4.4 µM. hit rate 0.75% among 370,000. AID 687016; in the data active = inhibition above about 21%;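 note: UHRF1 SRA domain binding a hemimethylated CpG hairpin DNA probe; 0% = median of test compound wells and 100% = reference inhibitor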
ABHD4 inh: ABHD4 (mouse) inhibition, primary FP screen; Q8VD66; purified mABHD4, FP-Rh probe fluorescence polarization; inhibition, % at 8.92 µM; hit rate 0.54% among 370,000; AID 720543;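 active = inhibition exceeding the mean over every tested compound plus 3 SD, cut at about 30% in these data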;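 note: 0% = plate median of compound wells and 100% = S159A mutant with DMSO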
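Assay system: mABHD4 protein; medium: HEPES pH 7.0, NaCl, Pluronic buffer; dosing: 8.92 µM, single dose; schedule: 45 min + 60 min at 25 °C; signal: FP readout, ex 525 nm / em 598 nm; read-out: normalized percent inhibition of probe labeling; repeats: single replicate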
MBD2 inh: MBD2-methylated oligo binding inhibition | Q9UBB5 | TR-FRET, MBD2 binding to methylated oligonucleotide | inhibition, % at 4.4 µM | hit rate 0.31% among 370,000 | AID 686964; in the data active = inhibition above about 13%
Target sequence (Q9UBB5 whole entry, looked up): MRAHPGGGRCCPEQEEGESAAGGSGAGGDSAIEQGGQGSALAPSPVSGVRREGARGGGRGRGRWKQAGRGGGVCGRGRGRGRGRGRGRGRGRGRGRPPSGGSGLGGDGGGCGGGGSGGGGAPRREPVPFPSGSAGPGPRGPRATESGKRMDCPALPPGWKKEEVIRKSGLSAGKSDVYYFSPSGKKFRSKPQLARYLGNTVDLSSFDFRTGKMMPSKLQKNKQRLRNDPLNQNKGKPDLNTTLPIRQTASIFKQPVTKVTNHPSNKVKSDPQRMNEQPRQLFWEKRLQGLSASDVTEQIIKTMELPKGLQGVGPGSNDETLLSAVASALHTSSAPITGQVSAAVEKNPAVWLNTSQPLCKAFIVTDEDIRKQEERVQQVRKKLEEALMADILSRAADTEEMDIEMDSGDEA
Rev-erbA mod: modulators of human Rev-erb alpha DNA binding | P20393 | Rev-erbα–FITC-DNA binding, fluorescence polarization, 90 min | activity, % at 10 µM | hit rate 0.79% among 370,000 | AID 1259318;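 active = activity above about 14%, limit read from the data; passing the limit was not always enough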;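 note: 0% = DMSO wells with 35 nM protein and 100% = DMSO wells with 750 nM protein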
TCR-CD3 inh: human TCR-CD3 binding inhibition. inhibition, % at 9.4 µM. hit rate 0.37% among 360,000. TAMRA-labeled TCR probe fluorescence, biochemical; in the data active = inhibition above about 19%;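 note: recombinant mutant TCR 2C K166C tagged with TAMRA read by polarization; 0% = receptor in buffer alone and 100% = receptor with positive control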
LEDGF integ inh: blocks HIV-1 LEDGF/p75-dependent DNA integration; TR-FRET IN-LEDGF/p75 DNA integration, Eu/Cy5; inhibition, % at 3.7 µM; hit rate 0.64% among 370,000; AID 743269;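 active = inhibition above the screen-wide mean plus 3 SD, cut at about 13% in these data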;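 note: signal is the Cy5 over europium emission ratio at 671 and 618 nm; 0% = plate median of compound wells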
HTRA1 inh: blocks human HTRA1 serine peptidase | hit rate 0.5% among 340,000 | Q92743 | inhibition, % at 5.96 µM | recombinant HTRA1, FP-rhodamine activity-based probe, fluorescence polarization; in the data active = inhibition above about 36%;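 note: 0% = enzyme with DMSO and 100% = wells lacking enzyme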
PG9 binder: small molecules binding HIV-1 gp120 antibody PG9 | TR-FRET gp120-PG9 antibody binding | inhibition, % at 6.7 µM | hit rate 0.43% among 360,000; in the data active = inhibition above about 8.5%
PRMT1 inh: inhibitors of human PRMT1 | inhibition, % at 2.79 µM | hit rate 1.3% among 370,000 | AID 652257 | Q99873 | recombinant PRMT1, activity-based probe fluorescence polarization;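 active = inhibition above about 21% made by adding two undisclosed values, limit read from the data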
Target sequence (Q99873 whole entry, looked up): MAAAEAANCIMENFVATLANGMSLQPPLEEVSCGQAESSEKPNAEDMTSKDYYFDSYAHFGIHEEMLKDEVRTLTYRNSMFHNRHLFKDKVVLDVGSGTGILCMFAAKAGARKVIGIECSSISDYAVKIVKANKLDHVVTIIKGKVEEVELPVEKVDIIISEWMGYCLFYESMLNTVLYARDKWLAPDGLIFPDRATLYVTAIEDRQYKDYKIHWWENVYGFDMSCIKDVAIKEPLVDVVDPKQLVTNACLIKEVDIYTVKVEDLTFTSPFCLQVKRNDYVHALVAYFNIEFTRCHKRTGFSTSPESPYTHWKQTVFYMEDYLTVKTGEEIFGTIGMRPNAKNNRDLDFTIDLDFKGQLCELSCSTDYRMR
rCAG binder: r(CAG) repeat RNA binding. TO-PRO-1 dye displacement fluorescence. inhibition, % at 3 µM. hit rate 1.3% among 370,000;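 active = inhibition above the plate cutoff, the mean of all test compounds on that plate plus 3 SD, cut at about 35% in these data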;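 note: 0% = DMSO alone and 100% = 100 µM mitoxantrone as full dye displacement; higher means more dye released from RNA so lower well fluorescence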
An asterisk follows results filed as active; / = no result given.

SMILES	UHRF1 binding	ABHD4 inh	MBD2 inh	Rev-erbA mod	TCR-CD3 inh	LEDGF integ inh	HTRA1 inh	PG9 binder	PRMT1 inh	rCAG binder
CC1CCCN(S(=O)(=O)c2ccc(S(=O)(=O)N3CCC4(CC3)OCCO4)cc2)C1 (stereo not given)	1	1	-2	0	1	0	4	-1.1	-1	-5
O=C(C1=C(O)C(=O)N(CC2CCCO2)C1c1ccccc1)c1ccco1 (stereo not given)	-6	7	-1	6	-1	-2	12	6.3	5	3
CCOc1ccc(N(CC(=O)Nc2ccccc2C)S(=O)(=O)c2c(C)noc2C)cc1	0	0	-2	/	-9	-4	-1	-1.2	6	-2
O=C(Nc1ccn(-c2ccccc2)n1)c1ccc(Cl)cc1	-2	-13	0	-2	8	1	-18	-0.3	1	4
COc1cc(NS(=O)(=O)c2ccc(-c3ccc(=O)[nH]n3)o2)cc(OC)c1OC	-2	7	-4	-8	4	-1	1	-1.8	1	-1
CC(C)(Oc1ccc(Cl)cc1)C(=O)Nc1ccc(S(=O)(=O)Nc2ncccn2)cc1	-1	2	0	-3	6	-2	-2	0.7	4	5
N=c1c(C(=O)NCc2ccc(F)cc2)cc2c(=O)n3ccccc3nc2n1Cc1ccco1	-7	9	-6	-18	12	3	-12	0.7	5	13
O=C(CCC(=O)Nc1ccc(Br)cc1)N/N=C/c1ccccc1F	1	-1	1	3	-2	-2	-20	-3.0	1	4
COc1cc(C(=O)OCC(=O)Nc2ccccc2)cc2c1OCCO2	4	2	7	-9	-6	-2	-3	1.5	0	8
O=c1c(Cl)c(N/N=C/c2ccc(Cl)cc2)cnn1-c1ccccc1	-1	-14	-1	-6	4	-1	-40	-0.1	-1	10
OCCC1CN(Cc2cccc(C(F)(F)F)c2)CCN1Cc1ccccc1 (stereo not given)	0	5	2	-5	4	-5	1	-0.6	2	-11
CCOC(=O)C1=C(CSc2nncn2C)NC(=O)NC1c1cc(OCC)ccc1OCC (stereo not given)	2	-6	3	-2	-2	1	3	-0.6	-1	-10
Cc1oc2cc(O)ccc2c(=O)c1N1C(=O)c2ccccc2C1=O	3	-4	4	5	-13	0	1	-0.4	1	4
O=S1(=O)c2cccc3cccc(c23)N1CCBr	-2	0	-6	2	4	1	-1	0.8	2	5
CCCCn1c(N)c(N(CCOC)C(=O)c2cc(S(=O)(=O)N3CCOCC3)ccc2Cl)c(=O)[nH]c1=O	-1	8	3	-2	-7	-4	4	-0.2	3	3
C=CCn1c(=O)c2ccccc2n2c(SCC(=O)Nc3cc(C)on3)nnc12	0	-6	-8	0	5	3	1	-1.9	-2	4
CCCNS(=O)(=O)c1ccc(NC(=O)c2cccnc2)cc1	0	3	2	0	1	0	1	-3.2	-1	-1
O=C(CN1C(=O)CSc2ncccc21)Nc1ccccc1F	-2	1	2	-1	8	6	1	2.1	-1	2
CCCCC(=O)Nc1ccc(NC(=O)c2cnccn2)cn1	3	1	0	-1	1	1	5	-0.4	-4	0
N#Cc1ccc(S(=O)(=O)N2CCN(C(=O)[C@@H]3CCCN3C(=O)c3cccs3)CC2)cc1	0	-1	0	-2	3	2	8	-0.2	0	3
COc1ccc(-c2nnc(SCc3ccccc3)n2N)cc1	-1	2	0	2	-4	1	-6	-1.1	-1	1
CC1CN(C(=O)c2ccccc2OCc2ccccc2Cl)CC(C)O1 (stereo not given)	-1	7	2	5	0	-1	-1	-0.3	2	-1
CSc1ccc(CN2CCC(Oc3ccc(C(=O)N4CCCC4)cc3)CC2)cc1	0	-4	-4	-4	-5	0	-1	-1.2	4	-9
COC(=O)CSc1nc(C)c(Oc2ccccc2)c(=O)[nH]1	-1	0	-1	0	1	-1	4	-0.4	-2	0
O=C(Nc1ccc(Br)cc1Cl)N1CCOCC1	-1	-3	2	2	5	-2	7	-1.9	-1	-4

Just LEDGF integ inh and rCAG binder, for some of the entries so far:
canonical_smiles,LEDGF integ inh,rCAG binder
CCOc1ccc(N(CC(=O)Nc2ccccc2C)S(=O)(=O)c2c(C)noc2C)cc1,-4,-2
N#Cc1ccc(S(=O)(=O)N2CCN(C(=O)[C@@H]3CCCN3C(=O)c3cccs3)CC2)cc1,2,3
O=c1c(Cl)c(N/N=C/c2ccc(Cl)cc2)cnn1-c1ccccc1,-1,10

The list goes on:
SMILES	UHRF1 binding	ABHD4 inh	MBD2 inh	Rev-erbA mod	TCR-CD3 inh	LEDGF integ inh	HTRA1 inh	PG9 binder	PRMT1 inh	rCAG binder
O=C(CSc1nc2ccccc2n1Cc1ccccc1Cl)N/N=C\c1c[nH]c2ccccc12	-2	-14	0	5	/	6	/	/	-1	12
O=C(NCCNC(=O)Nc1ccc(Cl)cc1)Nc1ccc(Cl)cc1	-3	-6	-1	10	5	-2	-2	-1.5	-2	4
O=C(O)CC(CC(=O)Nc1ccc(Oc2ccccc2)cc1)c1ccccc1 (stereo not given)	1	14	-2	6	-5	7	4	-1.2	-10	15
CCC1CCCCN1CCCNC(=O)c1ccc(CS(=O)(=O)c2ccccc2C)o1 (stereo not given)	0	-5	1	1	-4	2	5	1.6	-3	-1
CCCOC(=O)c1ccc(N2C(=O)c3ccccc3C2=O)cc1	3	0	2	1	-2	4	1	0.8	4	-1
CCOC(=O)c1sc2nc(N3CCCC3)c3c(c2c1N)CC(C)(C)OC3	2	4	2	-2	-8	0	7	2.6	3	3
CC(C)(C)c1ccc(S(=O)(=O)O/N=C2/CCCCC2c2ccc([N+](=O)[O-])cc2[N+](=O)[O-])cc1 (stereo not given)	2	-1	-2	2	2	2	5	0.5	4	0
COc1ccc2occ(C(=O)c3ccccc3)c2c1	4	-10	3	1	-2	-1	-1	-1.1	4	1
Cc1[nH]c2ccc(Br)cc2c(=O)c1CN1CCOCC1	-4	-5	2	2	-3	2	5	-0.9	-3	3
O=c1[nH]c(=O)n(CCO)c2nnn(Cc3ccccc3)c12	-1	-2	-2	6	9	-5	-2	-3.2	-2	0
COc1ccc(S(=O)(=O)NC(C)C(=O)Nc2ccc3c(c2)OCCO3)cc1OC (stereo not given)	1	-11	-3	1	-6	11	-1	-2.4	-2	1
O=C(Nc1ccccc1N1CCN(C(=O)c2ccccc2)CC1)c1cc(Br)ccc1Cl	2	-5	4	-1	-8	-2	-49	1.8	6	5
N#CC1=C(N)Oc2c(oc(CO)cc2=O)C1c1ccccc1[N+](=O)[O-] (stereo not given)	0	10	1	10	-2	0	/	1.2	3	-1
O=C(O)C(Cc1c[nH]c2ccccc12)N1Cc2ccccc2C1=O (stereo not given)	-1	7	-3	4	-2	-1	2	-0.8	-2	3
COc1cccc(C(=O)NCCSCc2c(F)cccc2Cl)c1	-1	-2	0	1	2	-2	-20	-0.3	-3	-8
C[C@H]1[C@@H](OC(=O)Nc2cccc(C(F)(F)F)c2)CC[C@@]23CCCN2C(=O)CCC[C@@H]13	1	0	-1	1	/	-2	/	/	3	/
CC1CCN(C(=O)c2ccc(NS(=O)(=O)c3cccc4cccnc34)cc2)CC1	1	2	1	-3	7	1	2	1.8	-2	-2
CC1CCN(C(=O)C2CCC(CNS(=O)(=O)c3ccc4c(c3)C(C)(C)C(=O)N4C)CC2)CC1 (stereo not given)	3	6	7	2	0	-2	/	-0.4	2	0
Cc1c(O)nc2ccccn2c1=O	-2	2	-2	-4	6	-1	/	0.2	2	0
CCCc1cc(=O)oc2cc(OCC(=O)NCCCn3ccnc3)ccc12	-2	2	3	-2	4	-1	1	-0.6	-1	-3
O=C(O)CSCC(=O)Nc1ccc(Br)c(C(F)(F)F)c1	0	-5	-4	-5	6	4	/	-1.0	-2	1
O=C(NC1CCCCN(Cc2cccc(F)c2)C1=O)c1cccc(C(F)(F)F)c1 (stereo not given)	2	-3	5	-6	/	3	/	/	-4	-1
Cc1ccc(NC(=O)CCS(=O)(=O)c2ccccc2)c(C)c1	-3	0	5	-1	/	-1	/	/	3	4
COC(=O)C1CSC2c3ccccc3C(=O)N12 (stereo not given)	3	-9	-5	0	-7	1	1	-2.1	32*	5
O=[N+]([O-])c1ccccc1S(=O)(=O)NCc1ccco1	0	-1	0	-3	5	1	/	-2.5	-6	3
Next entries
SMILES	UHRF1 binding	ABHD4 inh	MBD2 inh	Rev-erbA mod	TCR-CD3 inh	LEDGF integ inh	HTRA1 inh	PG9 binder	PRMT1 inh	rCAG binder
CCCCC[C@@H]1CCCCC[C@H](O)C[C@H](O)[C@@H](O)/C=C/C(=O)O1	3	3	0	-1	-4	-5	/	-0.1	1	-1
CC(C(=O)Nc1ccc(S(=O)(=O)N2CCCC2)cc1)N1CCCC(C(N)=O)C1 (stereo not given)	-1	-1	-5	5	-5	-1	4	3.9	-1	-4
CC(NC(=O)C[n+]1cccc(Br)c1)c1ccccc1 (stereo not given)	-2	-4	1	-7	3	0	13	-0.9	-1	-1
C/C(=N/N1CCN(c2ccccc2)CC1)c1cccc([N+](=O)[O-])c1	0	2	-1	0	4	-4	-3	-1.1	1	-4
COc1ccc(C)cc1NC(=O)n1ncc2cc(Cl)ccc21	1	-2	2	6	1	4	7	0.2	-1	-3
CCCCCCCNC(=O)C1(CC2CC(c3ccc(Cl)cc3)=NO2)CCN(C(=O)C2CCCC2)CC1 (stereo not given)	2	1	2	-4	-1	0	-4	-0.1	-2	3
O=C(Nn1cnc2ccccc2c1=O)C1CCCCC1	0	1	-1	2	11	0	2	-3.0	1	1
O=C(CCNS(=O)(=O)c1cccc2nsnc12)NCc1ccc(F)cc1	-1	2	-2	-1	5	1	0	-1.7	1	-1
CCN(CC)CCn1c(=N)n(CC(O)c2ccc(OC)c(OC)c2)c2ccccc21 (stereo not given)	18	5	5	1	-11	-4	10	-0.5	4	1
CC1CCN(CCCCOc2ccccc2-c2ccccc2)CC1	0	7	1	2	11	4	-2	-2.5	-1	2
CCOC(=O)C1CCCN(C(=O)c2c(-c3ccccc3Cl)noc2C)C1 (stereo not given)	-1	-8	-1	-2	10	-1	7	1.4	3	0
COc1ccc2nc(NC(=O)CSc3nnc4n3C(C)(C)Cc3ccccc3-4)sc2c1	-1	4	-6	3	1	4	-3	-2.1	-3	2
c1ccc(CCn2nnnc2C(c2cccnc2)N2CCN(c3ccccc3)CC2)cc1 (stereo not given)	2	3	6	6	-4	-2	-7	0.4	1	-7
CC(=O)c1ccc(OCCCC(=O)Nc2cc(S(=O)(=O)N3CCCCC3)ccc2C)cc1	-2	-3	-3	-1	-2	-1	-9	-0.6	1	2
O=C(N/C(=C\c1ccc2c(c1)OCO2)C(=O)N1CCOCC1)c1cccs1	-1	3	-1	1	2	-7	8	0.2	0	-1
COc1ccc(C(=O)N/C(=C\c2cn(C)c3ccccc23)C(=O)NCCCn2ccnc2)cc1	-1	3	-8	3	8	0	-1	-2.8	-1	0
CCN(CC)CCCOC(=O)C1(c2ccccc2)CCCC1	-2	3	-1	-1	1	-3	2	-0.8	0	-3
CCS(=O)(=O)c1nc(S(=O)(=O)c2ccc(C)cc2)c(N2CCCC2)s1	-1	6	0	-3	6	-5	-4	0.1	-2	-1
c1ccc(CCNCc2ccco2)nc1	0	15	2	8	-5	0	7	-0.1	5	4

Some of these compounds in order of count of non-hydrogen atoms, descending.
SMILES	UHRF1 binding	ABHD4 inh	MBD2 inh	Rev-erbA mod	TCR-CD3 inh	LEDGF integ inh	HTRA1 inh	PG9 binder	PRMT1 inh	rCAG binder
COc1ccc(C(=O)N/C(=C\c2cn(C)c3ccccc23)C(=O)NCCCn2ccnc2)cc1	-1	3	-8	3	8	0	-1	-2.8	-1	0
CCN(CC)CCn1c(=N)n(CC(O)c2ccc(OC)c(OC)c2)c2ccccc21 (stereo not given)	18	5	5	1	-11	-4	10	-0.5	4	1
CCCCC[C@@H]1CCCCC[C@H](O)C[C@H](O)[C@@H](O)/C=C/C(=O)O1	3	3	0	-1	-4	-5	/	-0.1	1	-1

High-throughput results deposited in PubChem by several laboratories.

Only part of the results is shown. The share of hits here may be higher or lower than overall.
